WT yeast gro inh – growth inhibition of WT yeast, mitochondrial fusion screen. mitochondrial fusion phenotypic screen, WT strain. inhibition, % at 10 µM. 190,000 compounds, 2.1% hits; in the data active = inhibition above about 58%; tested in S. cerevisiae
TNAP activation fold – human TNAP enzyme activators, primary screen, biochemical, luminescent, no phosphate acceptor, uHTS (AID 1001). purified TNAP, luminescent activation assay, no phosphate acceptor; higher activation fold means a stronger effect. activation fold at 20 µM, or EC50 in µM where a hit was titrated. 200,000 compounds, 0.03% hits; in the data active = activation fold from about 3, or a potency from the dose series; inactive = the rest, 99 in 100 with activation fold below about 1.6; note: many of its hits are not listed in these tables
M17LAP inhibition – P. falciparum M17LAP inhibitors, primary screen, biochemical, fluorogenic H-Leu-NHMec substrate, 1536-well (AID 1619) | one-dose inhibition, % at 30 µM; IC50 in µM for titrated hits | recombinant M17LAP, H-Leu-NHMec fluorogenic kinetic assay; higher % means a stronger effect | 220,000 compounds, 0.38% hits;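 active = compound inhibiting the enzyme by more than half at any dose during confirmatory dose-response retesting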;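 note: plate controls were full reaction with DMSO carrier for no effect and no enzyme background for full effect; strong numbers were not always called active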
human PMI inhibition – MPI enzyme activity inhibition – biochemical, fluorescence intensity, coupled assay, primary screen (AID 1209) | purified PMI enzyme, coupled fluorescence intensity; higher % means a stronger effect | one-dose inhibition, % at 20 µM; IC50 in µM for titrated hits | 190,000 compounds, 0.42% hits;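 note: plate controls were DMSO vehicle for no effect and wells lacking substrate for full effect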
M1AAP inhibition – P. falciparum M1AAP inhibitors, biochemical, fluorogenic H-Leu-NHMec substrate, 1536-well (AID 1445). 220,000 compounds, 0.42% hits. recombinant M1AAP, H-Leu-NHMec fluorogenic kinetic assay; higher % means a stronger effect. one-dose inhibition, % at 30 µM; IC50 in µM for titrated hits;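 active = primary inhibition above the hit cutoff, then over 50% inhibition at one or more dose response concentrations, cut at about 23% in these data, passing the limit was not always enough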;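 note: plate controls were DMSO full reaction for no effect and no enzyme background for full effect; strong numbers were not always called active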
XIAP displacement – XIAP antagonists, biochemical, IAP family, fluorescence polarization (AID 1018); XIAP BIR domain, fluorescence polarization peptide displacement; higher % means a stronger effect; displacement, % at 20 µM; hits with a dose series show IC50 in µM; 200,000 compounds, 0.007% hits; in the data active = displacement above about 50%; note: a part of the inactive calls stands beside numbers as strong as those of hits
Yfh1-depleted yeast – enhancers of respiration in Yfh1-depleted yeast, dose response, Friedreich's ataxia, plus single-dose screen (AID 1465). S. cerevisiae Yfh1-off respiration, WST-1 reduction, 72 h; higher fold induction means a stronger effect. fold induction at 50 µM; hits with a dose series show EC50 in µM. 220,000 compounds, 0.074% hits;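 active = fold induction of absorbance versus untreated yeast above a set limit, then at least 30% activation at any dose in follow-up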;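 note: activators that raise dye reduction in frataxin-depleted yeast; strong numbers were not always called active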
PMI inhibition – MPI inhibition at elevated mannose 6-phosphate – biochemical, fluorescence intensity, high mannose 6-phosphate, primary screen (AID 1220); recombinant PMI enzyme, coupled fluorescence intensity; higher % means a stronger effect; inhibition, % at 20 µM, or IC50 in µM where a hit was titrated; 190,000 compounds, 0.66% hits
LYP inhibition – PTPN22 lymphoid phosphatase activity blockers – biochemical, fluorescence intensity, uHTS (AID 1779); recombinant LYP phosphatase, fluorescence intensity; higher % means a stronger effect; inhibition, % at 11.5 µM; hits with a dose series show IC50 in µM; 290,000 compounds, 0.054% hits;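 note: plate controls were vehicle with enzyme for no effect and no enzyme for full effect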
WT yeast gro inh mutant strain – further read-out of WT yeast gro inh, marked with its call; inhibition, %; mitochondrial fusion phenotypic screen, mutant strain inhibition
Starred values were filed as active, the others as inactive; i = inactive; / = not tested or not shown. Cut-off read from the data, not from the text of the source, unless noted: active = inhibition above about 50%; inactive = the rest.

SMILES	WT yeast gro inh	WT yeast gro inh mutant strain	TNAP activation fold	M17LAP inhibition	human PMI inhibition	M1AAP inhibition	XIAP displacement	Yfh1-depleted yeast	PMI inhibition	LYP inhibition
CCCCC(=O)NC(=S)Nc1cccc(C(=O)O)c1	-3	14	1.1	9%	0%	1%	-4.9%	i	-1%	-5%
Cn1c(N)c(C(=O)COC(=O)CNS(=O)(=O)c2cccc(Cl)c2)c(=O)n(C)c1=O	-7	7	1.1	-19%	14%	0%	-7.7%	i	3%	-5%
CC(Nc1ccc(Cl)cc1)c1cc(Cl)ccc1O (stereo not given)	74*	51*	1	19%	4%	7%	-0.4%	i	7%	3%
COc1ccc(C(=O)N/C(=C\c2ccc3c(c2)OCO3)C(=O)Nc2cccc(C(=O)O)c2)cc1	-15	-21	1	13%	7%	4%	-2.5%	i	8%	-4%
COC(=O)c1cc(NC(=O)Cc2ccc(OC)cc2)cc(C(=O)OC)c1	2	-10	1.1	-3%	5%	5%	-3.8%	i	6%	-7%
Cc1cc(C(=O)COc2ccccc2[N+](=O)[O-])c(C)n1C1CC1	-2	4	1.1	-1%	11%	5%	-4.1%	i	12%	0%
Nc1cc(C(F)(F)F)ccc1-n1cccc1	-12	-15	1	1%	2%	10%	1.8%	i	-7%	-2%
O=c1c2ccccc2nc(-c2ccccc2Cl)n1O	2	15	1.1	10%	-5%	9%	-5.1%	i	-8%	1%
Cn1c(=O)c(C(=O)CN2CC(=O)Nc3ccccc32)c(N)n(Cc2ccccc2)c1=O	-42	-25	1	-11%	-49%	5%	-2.3%	i	-43%	0%
C=C(C)C(=O)N1CC2(CC(c3cccc(NC(=O)CCCCC)c3)=NO2)C[C@H]1C(N)=O (stereo not given in full)	/	/	/	6%	/	2%	/	i	/	-5%
Cc1ccc(S(=O)(=O)C2CCOC2=O)cc1 (stereo not given)	-4	-14	1.2	6%	14%	9%	-4.0%	i	5%	-5%
CN1C(=O)/C(=N\OC(=O)c2cccc3ccccc23)c2ccccc21	-5	-1	1	-6%	13%	6%	-5.7%	i	14%	4%
Cc1nnc(NC(=O)Nc2cccc(Cl)c2)s1	3	3	0.9	2%	9%	7%	-5.1%	i	14%	-4%
COc1ccccc1OCC(=O)c1[nH]c(C)c(C(C)=O)c1C	1	-4	1.1	-7%	7%	-10%	-16%	i	7%	0%
N/C(=N\OC(=O)CCc1ccccc1)c1ccc(Cl)cc1	9	5	1.1	9%	13%	4%	-20%	i	12%	-3%
CCCCCCn1c(CN2CCN(Cc3ccccc3)CC2)nc2c1c(=O)n(C)c(=O)n2C	1	-16	1	-4%	20%	4%	-3.0%	i	14%	4%
Cn1cnnc1SCC(=O)NCc1ccccc1	-6	-9	1.1	1%	-24%	-4%	-8.3%	i	-19%	0%
O=C(Nc1cccnc1)/C(N=Nc1c(Cl)cccc1Cl)=C(\O)c1ccccc1	-1	-5	1	9%	-5%	-3%	-6.6%	i	-4%	-5%
CC1=C(C(N)=O)C(c2ccccc2)n2nc(-c3cccs3)nc2N1 (stereo not given)	-6	3	1	-5%	-3%	1%	-0.9%	i	-8%	-8%
S=C(NCc1ccco1)N/N=C/c1ccc(Cl)cc1	21	5	1.1	-6%	11%	6%	-1.9%	i	8%	7%
O=c1cc(CO)oc(CN2CCN(CCO)CC2)c1O	9	-57	1	8%	19%	2%	-7.9%	i	20%	-9%
COc1ccc(S(=O)(=O)Nc2cc(OC)c(NC(=O)c3ccco3)cc2OC)cc1	0	5	1.1	-1%	2%	18%	-3.3%	i	18%	-5%
Cc1cccc(CC2SC(N)=NC2=O)c1 (stereo not given)	-12	7	1	0%	-7%	-1%	-3.6%	i	-6%	-4%
CCS(=O)(=O)N1CCC(C(=O)N2CCc3ccccc3C2)CC1	-6	-10	1.1	9%	2%	9%	-3.4%	/	9%	-4%
O=C(CCS(=O)(=O)c1ccc(Br)s1)NCc1cccs1	13	6	1.1	0%	-6%	-4%	-1.8%	i	-8%	-1%
Going on with the list.
SMILES	WT yeast gro inh	WT yeast gro inh mutant strain	TNAP activation fold	M17LAP inhibition	human PMI inhibition	M1AAP inhibition	XIAP displacement	Yfh1-depleted yeast	PMI inhibition	LYP inhibition
CC(C)c1ccccc1NC(=S)NC1CCN(Cc2ccccc2)CC1	3	5	1.1	14%	0%	5%	-10%	i	-6%	-2%
CC(=O)c1cn(C)c(=O)c2ccccc12	/	/	/	22%	/	-5%	/	i	/	-6%
CC(C)c1nc(SCC(=O)Nc2ccc3c(c2)OCCO3)c2c(=O)n(C)c(=O)n(C)c2n1	10	-4	1	-7%	10%	-2%	-3.8%	i	25%	-6%
Cc1c(NC(=O)CSc2ccccn2)c(=O)n(-c2ccccc2)n1C	-10	-12	1.1	2%	10%	4%	-0.7%	i	10%	-5%
CCS(=O)(=O)N1CCC(C(=O)c2ccc(Cl)cc2)CC1	-1	-4	1	-2%	-14%	-1%	-3.9%	i	-7%	1%
Cc1cccc(NC(=O)Nc2ccc(C)cc2Br)c1	10	14	1.1	12%	3%	-4%	-0.4%	i	-1%	2%
Cc1ccccc1C(=O)NC(CC(C)C)C(=O)OCc1cc(=O)n2cc(Br)ccc2n1 (stereo not given)	-7	-9	1.1	27%	8%	7%	-9.1%	i	-6%	10%
Cc1ccccc1N=Cc1c(O)n(-c2nccs2)c(=O)c2ccccc12	23	-3	1	7%	0%	2%	0.2%	i	16%	4%
CN1C(=O)C(C(=O)Nc2ccccc2F)c2ccccc21 (stereo not given)	-13	-10	1	-12%	-10%	18%	-4.2%	i	-4%	-3%
CC(C)CC(=O)NNC(=O)C(C)C	-4	-3	1.2	7%	37%	4%	-0.3%	i	-10%	-6%
c1cncc(-c2nc(Oc3ccc(-c4nnco4)cc3)c3c4c(sc3n2)CCCC4)c1	/	/	1.1	/	1%	/	-1.3%	/	3%	-5%
CC1(c2ccc(OC(F)F)cc2)NC(=O)N(CC(=O)NC2CCCCC2)C1=O (stereo not given)	-13	-6	1.1	8%	12%	3%	-2.6%	i	11%	-12%
COC(=O)c1ccc(C2c3c(n[nH]c3C)C(=O)N2c2ccc(C)cc2)cc1 (stereo not given)	-2	-1	1.2	6%	4%	11%	-9.3%	i	4%	1%
Cc1cccc2cc(CN(Cc3cccs3)C(c3nnnn3C3CCCC3)C(C)C)c(=O)[nH]c12 (stereo not given)	28	2	1.1	-1%	-7%	1%	-6.6%	i	-6%	-2%
CC(NC(=O)C(=O)NCCCn1ccnc1)c1ccccc1 (stereo not given)	-9	-1	1.1	6%	6%	-1%	-0.7%	i	0%	-4%
OCCC1CN(CCCn2cccn2)CCN1C1CCCCC1 (stereo not given)	-15	-7	1.1	/	4%	/	-1.0%	i	-1%	-4%
CCN(CC)S(=O)(=O)c1ccc(N(C)CCc2ccc(OC)c(OC)c2)nc1	0	-9	1.1	7%	1%	7%	-7.9%	i	5%	2%
Fc1cc(F)cc(NC(=S)Nc2ccccc2N2CCOCC2)c1	23	6	1.1	-7%	6%	5%	-1.9%	i	7%	0%
CC(=O)NC1=NC(=O)/C(=C/N2CCOCC2)S1	-21	-4	1.1	9%	12%	6%	-3.3%	i	1%	-9%
Cc1cc2c(c(=O)n1CC1CCCO1)C(c1ccc3c(c1)OCO3)C(C#N)=C(N)O2 (stereo not given)	-3	3	1	13%	-12%	0%	0.0%	i	-2%	-3%
CCCN(CCC)c1ccc(CC(=O)NC(C)Cc2ccccc2)cc1 (stereo not given)	37	-7	1.6	2%	23%	-2%	-5.9%	i	19%	-4%
C=CCN(C(=O)Nc1ccc(Cl)cc1)C1CC(=O)N(c2ccc(OC)cc2)C1=O (stereo not given)	3	11	1.1	16%	9%	4%	-5.5%	/	6%	4%
CCCN(Cc1cc2ccc(C)cc2[nH]c1=O)C(=O)c1ccccn1	-1	-5	1.1	-12%	7%	16%	1.4%	i	11%	-14%
COc1ccc(NC2=NCC(=O)N2c2ccccc2)c(OC)c1	5	5	1.2	-2%	-9%	5%	-0.6%	i	-7%	-8%
CCOc1ccc(NS(=O)(=O)c2ccc3c(c2)CCN3C(=O)C2CCC2)cc1	15	14	1	-10%	16%	2%	-2.5%	i	12%	-2%

In the list so far, these contain bromine:
SMILES	WT yeast gro inh	WT yeast gro inh mutant strain	TNAP activation fold	M17LAP inhibition	human PMI inhibition	M1AAP inhibition	XIAP displacement	Yfh1-depleted yeast	PMI inhibition	LYP inhibition
O=C(CCS(=O)(=O)c1ccc(Br)s1)NCc1cccs1	13	6	1.1	0%	-6%	-4%	-1.8%	i	-8%	-1%
Cc1cccc(NC(=O)Nc2ccc(C)cc2Br)c1	10	14	1.1	12%	3%	-4%	-0.4%	i	-1%	2%
Cc1ccccc1C(=O)NC(CC(C)C)C(=O)OCc1cc(=O)n2cc(Br)ccc2n1 (stereo not given)	-7	-9	1.1	27%	8%	7%	-9.1%	i	-6%	10%

(listing goes on)
SMILES	WT yeast gro inh	WT yeast gro inh mutant strain	TNAP activation fold	M17LAP inhibition	human PMI inhibition	M1AAP inhibition	XIAP displacement	Yfh1-depleted yeast	PMI inhibition	LYP inhibition
CCC(=O)N1N=C(c2ccc(NS(=O)(=O)CC)cc2)CC1c1ccc(C)cc1 (stereo not given)	3	11	0.9	-14%	-12%	4%	-2.1%	i	0%	-2%
O=C(NCc1nnc(SCC(=O)N2CCCC2)o1)c1c(F)cccc1Cl	17	2	1.1	12%	-4%	-3%	-4.6%	i	-2%	-1%
CCCCn1c(SCC(=O)N2CCC(C)CC2)nc2ccsc2c1=O	0	-5	1.1	0%	2%	7%	-1.7%	i	-6%	-2%
CCOc1cccc(C2C(C(=O)c3ccc(C)o3)=C(O)C(=O)N2Cc2ccncc2)c1 (stereo not given)	1	23	0.9	22%	1%	13%	-7.4%	i	3%	4%
COC(=O)/C=C1\NC(=O)C(C)S1 (stereo not given)	-8	9	1	6%	12%	-4%	-6.8%	i	8%	-30%
Nc1nc(/C=C/c2cccnc2)nc(-c2ccccc2O)n1	8	-17	1	-6%	5%	3%	-4.6%	i	1%	0%
CC(Sc1nnc(Cc2ccc3c(c2)OCO3)o1)C(N)=O (stereo not given)	-7	5	1	24%	4%	2%	-2.9%	i	5%	-10%
Cn1cnnc1SCCC(=O)Nc1ccccc1	-10	-10	1	-1%	6%	7%	-3.8%	i	4%	-2%
COc1ccc(CCC(C)NC2C3CC4CC(C3)CC2C4)cc1 (stereo not given)	19	46	0.9	-4%	-16%	-1%	-5.0%	/	-7%	-12%
Cn1nc([N+](=O)[O-])c(C(C#N)c2ccccn2)c(Cl)c1=O (stereo not given)	-15	13	0.7	20%	6%	8%	7.7%	i	34%	-4%
COc1ccc(NS(=O)(=O)c2cc(NC(=O)CNC(=O)c3cccc(OC)c3)ccc2C)cc1	-4	1	1.2	8%	18%	12%	0.2%	i	17%	0%
Cc1ccc(S(=O)(=O)N2CCN(Cc3ccccc3C(F)(F)F)CC2)cc1	2	-3	1.1	4%	28%	4%	-2.9%	i	11%	-2%
O=C(O)CCCNC(=O)CCCn1nnc2ccccc2c1=O	/	/	/	12%	/	4%	/	i	/	-3%
CCN(CC)c1ccc(CN(C(=O)c2ccco2)C2CCS(=O)(=O)C2)cc1 (stereo not given)	/	/	1.1	-4%	7%	6%	-1.5%	/	22%	-11%
Cc1ccc(C(=O)NCCOC23CC4CC(CC(C4)C2)C3)cc1	-1	3	1	1%	9%	-1%	-24%	i	16%	-3%
